p97 inhibitor: inhibitors of human p97 ATPase, primary screen, biochemical; recombinant p97 ATPase, Kinase-Glo ATP luminescence, 3 h; inhibition, % at 8 µM; hit rate 0.42% among 220,000; in the data active means inhibition above about 15%;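 further: 0% = DMSO vehicle and 100% = wells lacking enzyme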
Furin inhibitor: human furin inhibitors, primary screen, biochemical, fluorescence intensity; purified furin, fluorogenic substrate cleavage; inhibition, % at 30 µM; hit rate 0.061% among 220,000; AID 463115, 2010; in the data active means inhibition above about 25%; further: inactives centre near -15
FXIa inh 1536: human FXIa protease inhibitors, primary screen, biochemical, 1536-well | Coagulation factor XI (Homo sapiens), P03951 | purified FXIa, Boc-Glu-Ala-Arg-AMC fluorogenic substrate | inhibition, % at 5 µM | hit rate 0.14% among 220,000 | AID 798, 2007;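 active means inhibition of at least 40%; inactive means inhibition below 40%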;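 further: fluorescence of freed AMC excited at 355 nm; 0% = enzyme without compound and 100% = no enzyme blank; many of its hits are not listed in these tables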
Target sequence (P03951 19-387 limits assumed): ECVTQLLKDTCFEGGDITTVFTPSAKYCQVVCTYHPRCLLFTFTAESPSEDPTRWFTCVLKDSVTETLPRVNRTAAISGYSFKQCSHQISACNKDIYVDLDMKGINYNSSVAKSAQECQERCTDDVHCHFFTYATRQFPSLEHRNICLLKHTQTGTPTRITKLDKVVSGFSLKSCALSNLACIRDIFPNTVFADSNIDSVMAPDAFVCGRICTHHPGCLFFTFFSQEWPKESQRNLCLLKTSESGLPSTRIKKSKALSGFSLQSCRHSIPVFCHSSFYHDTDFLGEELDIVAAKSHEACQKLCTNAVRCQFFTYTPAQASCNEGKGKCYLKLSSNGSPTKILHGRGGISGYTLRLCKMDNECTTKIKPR
Target sequence (P03951 388-625 limits assumed): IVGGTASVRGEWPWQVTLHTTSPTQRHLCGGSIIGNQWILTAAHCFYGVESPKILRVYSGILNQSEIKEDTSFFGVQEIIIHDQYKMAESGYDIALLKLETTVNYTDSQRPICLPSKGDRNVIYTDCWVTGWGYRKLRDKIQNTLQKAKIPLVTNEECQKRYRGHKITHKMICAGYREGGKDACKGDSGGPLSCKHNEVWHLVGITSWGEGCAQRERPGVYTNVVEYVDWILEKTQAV
thrombin 1536: human alpha-thrombin inhibitors, primary screen, counter-screen for coagulation protease inhibitor project, biochemical, 1536-well, fluorogenic AMC substrate. Prothrombin (Homo sapiens), P00734. Boc-VPR-AMC fluorogenic substrate cleavage. inhibition, % at 5 µM. hit rate 0.26% among 220,000;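 active means inhibition at or above 40%; inactive means inhibition below 40%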;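 further: 0% = enzyme with no compound and 100% = wells without enzyme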
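Test system: human alpha-thrombin; medium: pH 7.5 Tris-saline with Tween 20; times: reaction at room temperature; signal: AMC fluorescence at 355 nm excitation and 460 nm emission; also added: Boc-VPR-AMC substrate, 15 µM final; dosing: one concentration per compound, 5 µM, with 0.2% DMSO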
PERK inhibitor: block of dimerizer-induced PERK translation repression, primary screen, PERK inhibitor project, CHO PERK-DD cells, SEAP luminescence, HTS | Eukaryotic translation initiation factor 2-alpha kinase 3 (Homo sapiens), Q9NZJ5 | CHO PERK-DD fusion, SEAP luminescence translation reporter | inhibition, % at 5.6 µM | hit rate 0.17% among 220,000;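 active means inhibition above the mean inhibition of all tested compounds plus 3 SD, set separately per screening campaign, cut at about 2.9% in these data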;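 further: PERK kinase domain activated by AP20187 dimerizer at 100 nM; 0% = DMSO with dimerizer and 100% = rapamycin at 8.4 µM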
Wee1 degr inh: Wee1 degradation inhibitors, primary screen, cell-based, HeLa, Wee1K328M-luciferase, luminescence. Wee1-like protein kinase (Homo sapiens), P30291. reporter increase, % at 5 µM. hit rate 1.2% among 220,000. HeLa Luc-Wee1K328M stability; 100% = proteasome inhibitor MG132 effect;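 active means activation above the mean of all tested compounds plus 3 SD, set per screening run, cut at about 8.8% in these data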;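 further: cells exposed to compound for 20 h before luminescence read; 0% = DMSO alone and 100% = MG132 at 30 µM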
KCC2 mod: KCC2 cotransporter modulators, thallium flux, primary screen, cell-based, HEK293 KCC2, FluoZin-2 fluorescence, MLSMR | KCC2 cells, thallium flux FluoZin-2 fluorescence | B-score of Tl+ flux slope (higher = more flux/activation; lower = inhibition) at 10 µM | hit rate 2.2% among 190,000;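 active means thallium flux slope and its plate-corrected score both differing from the plate sample mean at a set confidence after two filtering rounds, in either direction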;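 further: slope of fluorescence scaled to starting intensity during 10 to 20 s after thallium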
FXIIa inh 1536: human FXIIa protease inhibitors, primary screen, biochemical, 1536-well; Coagulation factor XII (Homo sapiens), P00748; inhibition, % at 5 µM; purified FXIIa, Boc-QGR-AMC fluorogenic substrate, 2 h; hit rate 0.3% among 220,000; AID 800, 2007; in the data active means inhibition above about 40%;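 further: 0% = enzyme with no compound and 100% = blank without enzyme; many of its hits are not listed in these tables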
hK5 inh: human KLK5 protease inhibitors, primary screen, biochemical, 1536-well. Kallikrein-5 (Homo sapiens), Q9Y337. recombinant hK5, fluorogenic AMC substrate cleavage. inhibition, % at 5 µM. hit rate 0.59% among 210,000. AID 873, 2007;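 active means inhibition of 40% or more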;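 further: 0% = enzyme controls without compound and 100% = no-enzyme blanks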
Target sequence (Q9Y337 67-293 limits assumed): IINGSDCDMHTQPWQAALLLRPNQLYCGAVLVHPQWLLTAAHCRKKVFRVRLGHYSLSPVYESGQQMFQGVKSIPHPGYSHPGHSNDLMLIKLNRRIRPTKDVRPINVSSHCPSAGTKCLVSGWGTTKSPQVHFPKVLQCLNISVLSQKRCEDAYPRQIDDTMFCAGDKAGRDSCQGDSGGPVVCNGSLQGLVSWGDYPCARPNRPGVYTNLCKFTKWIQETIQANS
The depositor's hits bear a star; i = inactive; · = not tested or not shown; [ ] = remark or other dose.

structure | FXIIa inh 1536 | Wee1 degr inh | FXIa inh 1536 | KCC2 mod | hK5 inh | thrombin 1536 | PERK inhibitor | p97 inhibitor | Furin inhibitor
O=C(NCCCn1ccnc1)c1ccc(S(=O)(=O)N2CCCCCC2)cc1 | 27 | -1 | 21 | 0.17 | -11 | 2 | 0.1 | 5 | -6[20 µM]
O=C(NC(=S)Nc1c(F)cc(F)cc1Br)c1ccc2c(c1)OCCO2 | 1 | 4 | -6 | -0.064 | -8 | 2 | 2.0 | 1 | -12
COc1ccc(-c2cc(C(=O)NNC3=NCCC3)c3c(C)nn(-c4ccccc4)c3n2)cc1 | 7 | -1 | 2 | -0.44 | 4 | 0 | 1.2 | 4 | -17
C=C(C)CNC(=S)N1CCNC(=O)C1CC(=O)OC (centres undefined) | 10 | 0 | 5 | 1.7 | -8 | -10 | 1.2 | 6 | -10
COc1cccc(NC(=O)N2CCC(C(=O)Nc3ccc(C)cc3C)CC2)c1 | 9 | 0 | 3 | · | -7 | -3 | 0.4 | -7 | -23
CCOC(=O)N1CCC(NC(=O)c2cc(C(=O)Nc3cccc(OC)c3)ccc2CO)CC1 | 8 | -4 | -4 | 0.77 | -2 | 0 | 1.1 | -3 | -20
CCOC(=O)NC(Nc1nnc(SCC)s1)(C(F)(F)F)C(F)(F)F | 4 | -1 | 5 | 0.59 | -28 | 4 | -0.2 | 5 | -12
Oc1ccc(Br)cc1-c1cc(-c2ccccc2F)[nH]n1 | 5 | 2 | 0 | · | 14 | -6 | 0.8 | -6 | -19
Cc1ccc(CCc2nnc(SCC(=O)Nc3cccc(Cl)c3)n2-c2ccccc2)o1 | 7 | 3 | 3 | 0.26 | 2 | -6 | 1.3 | 2 | -23
COc1ccc(CN2CCN(C(=O)CC(C)C)CC2)c2ccccc12 | 15 | 0 | 0 | -0.26 | -7 | 9 | -1.2 | -4 | -11[20 µM]
COCC(=O)NC1CCCCCC1 | 10 | 9 | 1 | -0.18 | 0 | 1 | -0.9 | 1 | -7
ClC(Cl)(Cl)c1nc(N/N=C/c2ccncc2)c2ccccc2n1 | 13 | 3 | 7 | 0.92 | 4 | · | 0.3 | 6 | -12
O=C(N1CCOCC1)n1nnc2ccccc21 | 22 | -3 | 7 | 7.5* | -4 | 2 | 1.3 | 0 | -28
Cc1cccc(C)c1NC(=O)c1ccc(-c2ccc(Cl)cc2Cl)o1 | 1 | 1 | 1 | 0.12 | -17 | 2 | 0.2 | -1 | -6[20 µM]
COc1cc(OC)cc(C(=O)Nc2cccc(N3CCCC3)c2)c1 | 4 | 3 | -7 | 0.49 | 5 | -6 | -0.7 | 5 | -27[20 µM]
Cc1ccc(S(=O)(=O)N/N=C/c2cc(Br)c(C)o2)cc1 | 21 | 0 | 8 | -0.022 | -4 | 7 | 0.1 | -5 | 11[20 µM]
CCOC(=O)c1c(NC(=O)C2C3CCC(O3)C2C(=O)O)sc2c1CCCC2 (centres undefined) | 7 | -1 | -1 | -0.69 | 3 | -7 | 0.7 | 4 | -19
CCC(CC)C(=O)Nc1c2cnn(-c3ccccc3)c2nc(=O)n1-c1ccccc1 | 6 | 3 | 2 | -3 | -1 | -2 | 1.9 | 7 | -18
Cc1oc(-c2ccccc2Cl)nc1CN(Cc1ccccn1)C[C@@H]1CCC(=O)N1 | 2 | -2 | -4 | · | -1 | -9 | -0.1 | -8 | -9
CCN1CCN(C(=O)c2cc(COc3ccc4ncccc4c3)on2)CC1 | 4 | 0 | 13 | 0.12 | -4 | -11 | 0.6 | -2 | -15
COc1ccc(C2N3CC4(C)CN2CC(C)(C3)C4O)cc1OC (centres undefined) | 6 | 5 | -6 | 0.61 | -10 | -5 | 0.3 | 1 | -6[20 µM]
Cc1nc2c(-c3ccc(F)cc3)c(C)nn2c(C)c1CCC(=O)Nc1ccccc1F | 6 | -1 | 2 | -0.053 | 3 | 0 | 0.3 | 4 | -20
O=C(COc1ccc(Cl)cc1)Nc1c(-c2cccs2)nc2ccccn12 | 7 | 0 | 6 | 0.65 | -6 | -5 | -0.7 | 4 | -15
COc1ccc(Nc2ccc(C(N)=O)cc2[N+](=O)[O-])cc1 | 7 | 3 | -2 | 1.4 | -2 | -23 | 0.1 | 3 | -28
Cc1ccc(S(=O)(=O)CCC(=O)OCC(=O)Nc2ncc(Cl)cc2Cl)cc1 | 14 | -2 | 4 | -0.6 | -9 | 5 | 1.0 | 4 | -28

Following part.
structure | FXIIa inh 1536 | Wee1 degr inh | FXIa inh 1536 | KCC2 mod | hK5 inh | thrombin 1536 | PERK inhibitor | p97 inhibitor | Furin inhibitor
CC(NC(=O)C1CCCC1)c1ccc2c(c1)OCCO2 (centres undefined) | 6 | -1 | 1 | -0.94 | -23 | -3 | -0.8 | -7 | -23[20 µM]
O=C(CN1C(=O)NC2(CCCC2)C1=O)Nc1cccc(-c2nnc3n2CCCCC3)c1 | 11 | 2 | 3 | · | 15 | -2 | 0.8 | 2 | -19
COc1cc2c(C(=O)N3CCN(c4ccccc4)CC3)c(C)oc2cc1Br | 12 | 0 | 1 | · | -7 | -3 | -0.2 | -2 | -7
Cn1nc(-c2ccccc2)c(-c2nc(-c3cccc(C(F)(F)F)c3)no2)c1Cl | 14 | 1 | 4 | 0.94 | -27 | 0 | 1.2 | 5 | -19[20 µM]
NNc1cc([N+](=O)[O-])cc2c1C(=O)N(Cc1ccccc1)S2=O (centres undefined) | 9 | 1 | 2 | 0.19 | 5 | -1 | 0.2 | -1 | -22
CCCOc1ccc(N2C(=O)CC(N3CCOCC3)C2=O)cc1 (centres undefined) | 10 | 1 | 0 | · | -32 | -6 | -0.5 | 9 | -14
CCOC(=O)Nc1nc(C)c(C(=O)c2ccc(Cl)cc2)s1 | 16 | 2 | 8 | 0.005 | 3 | 5 | -0.3 | -1 | -14[20 µM]
COc1ccc(C2C=C(c3ccc(Cl)cc3)Nc3nc(NC(C)=O)nn32)cc1 (centres undefined) | 4 | -2 | -7 | · | -46 | 17 | 0.1 | 3 | -29
COc1ccc(/C=C(\C#N)C(=O)OCC(=O)NCc2ccccc2)cc1 | 11 | -2 | 5 | 0.11 | -10 | 0 | 0.1 | -2 | -25
Cc1c(NS(=O)(=O)c2ccc3nc(COc4ccccc4Cl)[nH]c3c2)c(=O)n(-c2ccccc2)n1C | -5 | -2 | -6 | -0.21 | -20 | 2 | 2.1 | 3 | -26
CCC(c1nnc(SCC(=O)Nc2ccc(S(N)(=O)=O)cc2)n1Cc1ccccc1)N(C)C (centres undefined) | 4 | 3 | 2 | 1.5 | -3 | 0 | 0.3 | 3 | -26
CSc1ccc(CNCCCN(C)C)cc1 | 7 | 4 | 2 | 1.2 | -10 | -3 | 0.5 | 4 | -9
C=CCOc1c(Br)cc(/C=N/Nc2ccc(C(=O)O)cc2)cc1OCC | 13 | -1 | 7 | -5.7* | -10 | -9 | 0.6 | -2 | 2
Cc1cccc(C)c1OCC(O)CNC(C)C (centres undefined) | 8 | 3 | 6 | -0.7 | -1 | 1 | -0.2 | 4 | -19[20 µM]
COc1ccc(C(=O)Nc2nc3cc4c(cc3s2)OCCO4)c(OC)c1 | -2 | -3 | -3 | -0.054 | -5 | -9 | 0.7 | 4 | -22
CC(=O)Nc1ccc2nc(NC(=O)COc3cccc(C)c3)sc2c1 | 0 | 0 | -6 | 0.098 | -4 | 4 | 0.9 | 3 | -21
COCc1cc(C)n(CC(=O)Nc2ccccc2C(=O)OC)c(=O)c1C#N | 8 | 0 | 2 | -0.00086 | -10 | 0 | -0.1 | 2 | -40
O=C(COC(=O)Cc1cccs1)Nc1ccccc1F | 19 | -4 | 5 | 0.69 | 3 | 10 | 0.5 | -2 | -16[20 µM]
CC(C)CCNC(=O)C(=O)NCCC1=CCCCC1 | 10 | 0 | 1 | -0.16 | -13 | -2 | 1.3 | 3 | -15
O=C(O)C(=O)/C(=C\c1ccccc1)c1ccc2ccccc2n1 | 14 | 0 | 4 | 0.6 | -20 | 0 | 1.1 | 1 | -15[20 µM]
O=C(COC(=O)C1(c2ccc(F)cc2)CCCC1)NCc1ccco1 | 11 | -3 | -1 | -0.75 | -2 | 1 | 1.0 | 0 | -23
O=C(c1cccnc1)N1CCN(C(=O)c2ccccc2F)CC1 | 14 | 1 | 0 | · | 2 | -2 | 0.8 | 6 | -25[20 µM]
Cc1cc(NC(=O)c2c(C)noc2C)no1 | 0 | 1 | -13 | -0.18 | 1 | -8 | -0.4 | 7 | -7
Cc1nn(-c2ccccc2)c(C)c1/C=N/NC(=O)CSc1nnc(-c2ccccc2)n1-c1ccc(Cl)cc1 | 9 | 6 | 2 | -1.4 | -2 | 1 | 0.8 | 6 | -16
CCOC(=O)c1c(-c2ccc(C)s2)csc1N | 8 | -3 | 1 | -2.1 | 9 | -3 | 0.6 | -3 | 3

The list goes on:
structure | FXIIa inh 1536 | Wee1 degr inh | FXIa inh 1536 | KCC2 mod | hK5 inh | thrombin 1536 | PERK inhibitor | p97 inhibitor | Furin inhibitor
Cc1c(N2C(=O)C3C4C=CC(C5CC45)C3C2=O)c(=O)n(-c2ccccc2)n1C (centres undefined) | 3 | 1 | -1 | 0.047 | -1 | -13 | 0.1 | 4 | -16
COc1cc(C)c(C#N)c(OC)n1 | 5 | 6 | -4 | 0.56 | -17 | 0 | 0.7 | 4 | -37
Cc1ccc(S(=O)(=O)NCC2CCC(C(=O)NCCCOC(C)C)CC2)cc1 (centres undefined) | 5 | 3 | 3 | -0.57 | -8 | 1 | -0.8 | -2 | -26
CC(=O)c1c(C)oc2ccc(N(C(C)=O)S(=O)(=O)c3ccc(Cl)c([N+](=O)[O-])c3)cc12 | 16 | 5 | 10 | · | -19 | 2 | 1.3 | 10 | -23
Cc1ccccc1-n1c(O)c(/C=C/C=Nc2ccccc2)c(=O)[nH]c1=O | 8 | 2 | 8 | -1.1 | 0 | 6 | 0.8 | 3 | 12
CCCn1c(S(=O)(=O)O)nc2ccccc21 | 13 | -3 | -3 | 0.51 | -1 | -3 | 0.7 | 4 | -19
COc1ccc(C(=O)/C=C/c2ccc(OC3CSC3)cc2)cc1OC | 1 | -1 | -1 | -0.15 | -9 | -5 | -0.2 | 1 | -2
COc1ccc(C)cc1-n1c(SCC(=O)Nc2cc(C)on2)nc2ccccc2c1=O | -2 | 0 | -6 | 0.58 | -20 | 2 | 0.2 | 3 | -25
CC(=O)Nc1ccc(NC(=O)CN(c2cccc(C)c2)S(C)(=O)=O)cc1 | -2 | 0 | 2 | -0.81 | -28 | -6 | 0.5 | 8 | -19[20 µM]
O=C1c2ccccc2-c2onc3ccc(NCc4ccco4)c1c23 | 3 | 5 | -1 | i | 10 | -1 | -1.1 | -1 | -11

2 neighbouring entries out of the list so far, quoted:
structure | FXIIa inh 1536 | Wee1 degr inh | FXIa inh 1536 | KCC2 mod | hK5 inh | thrombin 1536 | PERK inhibitor | p97 inhibitor | Furin inhibitor
CC(=O)Nc1ccc(NC(=O)CN(c2cccc(C)c2)S(C)(=O)=O)cc1 | -2 | 0 | 2 | -0.81 | -28 | -6 | 0.5 | 8 | -19[20 µM]
O=C1c2ccccc2-c2onc3ccc(NCc4ccco4)c1c23 | 3 | 5 | -1 | i | 10 | -1 | -1.1 | -1 | -11
